# Integrin act MD = activators of alpha7 integrin expression for muscular dystrophy | alpha7betagal myoblasts, beta-gal FDG fluorescence, 48 h | Potency, µM (top dose mostly 38.3 µM), for the others: top-dose activation, actives largely listed as activators | hit rate 0.064% among 350,000 | AID 624291;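 also: potency is read from the fitted curve at half-maximal effect; 100% = response of the positive control SU9516; nearly all actives have a fitted effect of over 60% in size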
#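 alpha7betagal+/- myoblasts (passage 13, 250/well) treated 48 h at 37C with compounds at 1:260 dilution of DMSO stock. Lysed, then beta-galactosidase activity read as FDG fluorescence (ex 480/em 540) after 30 min, with pre-read for autofluorescence.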
# CXXC DNA block = MLL CXXC-DNA interaction inhibition. Q03164. MLL-CXXC / FITC-HOXA9 DNA fluorescence polarization. Potency, µM (titrated, usually from 115 µM), for the others: at the highest dose activity change, negative = inhibition, hits mostly inhibitors. hit rate 0.037% among 290,000. AID 2662; active = well fitted inhibition curve with a large enough effect in the polarisation, with a control signal flat, not every such curve was filed as active; inconclusive = small, poorly fitted or top-dose-only effect, or effect the other way, or a change in a side signal; inactive = no such curve, though single readings can be large or run the other way; the % refers to the polarisation; also: potency is read from the fitted curve at half-maximal effect
#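 Steps: dispense CXXC domain solution (7 uM) → pin compounds or unlabeled HOX-A9 DNA control → 5 min ambient → add FLSN-HOX-A9 solution (50 nM) → spin → 30 min ambient → fluorescence polarization. Tris pH 7.5/NaCl/DTT/BSA buffer.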
# Mito fusion act = mitochondrial division inhibition or fusion activation; AID 485298; Potency, µM (titrated, usually from 46.1 µM), for the others: at the top dose growth rescue (activation), actives largely listed as activators; hit rate 0.23% among 320,000; S. cerevisiae fusion-defective mutant growth rescue, CellTiterGlo 48 h;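 also: potency is read from the fitted curve at half-maximal effect; % of control where 0% means no effect; nearly all actives have a fitted effect of over 45% in size; temperature-sensitive fusion mutants such as fzo1-1 at 37 °C on non-fermentable ethanol glycerol medium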
#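 Growth-rescue viability read-out: after 48 h at the non-permissive 37C in glycerol/ethanol YPEG, yeast mitochondrial fusion mutants are measured by CellTiterGlo luminescence; compounds (23 nl pinned per well) restoring growth score as division inhibitors or fusion activators.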
# MBNL1 CUG block = inhibitors of human MBNL1 binding to CUG repeat RNA. Q9NR56. TR-FRET MBNL1-His/biotin-(CUG)12 binding, 665/545 ratio. Potency, µM (top dose mostly 57.5 µM), inactives show at the top dose activity change, negative = inhibition, actives largely listed as inhibitors. hit rate 0.036% among 280,000. AID 2675; active = well fitted inhibition curve with a large enough effect in the signal ratio, with a control signal flat, not every such curve was filed as active; inconclusive = small, poorly fitted or top-dose-only effect, or effect the other way, or a change in a side signal; inactive = no such curve, though single readings can be large or run the other way; the % refers to the signal ratio; also: potency is read from the fitted curve at half-maximal effect; % is scaled to controls: 0 for no effect and ±100 for the full control effect
#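 His-tagged MBNL1 binding to biotinylated (CUG)12 RNA was measured by TR-FRET using terbium anti-His antibody (0.055 ng/ul final) and streptavidin-XL665 (5 nM final). Compounds were titrated 92 nM to 58 uM; 60 min at room temperature.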
# TCR act = activates T cell receptor signaling; primary human leukocytes, anti-CD3, IL-2 HTRF, 48 h; AID 504894; 330,000 tested, under 10 active; Potency, µM (highest dose often 9.22 µM), for inactives: at the top dose activation of IL-2 secretion, usual class: activators; also: % of control where 0% means no effect
#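 Using a-CD3 beads without co-stimulation, primary human leukocytes were exposed to compounds for 48 hr. An HTRF IL-2 kit measured the cytokine, with europium-to-d2 energy transfer producing emission at 665nm upon 320nm excitation.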
# A-T KAP1 phos = candidate therapy for ataxia-telangiectasia. […] A-T fibroblasts, KAP-1 phosphorylation AlphaLISA; neocarzinostatin DNA damage 30 min before lysis. Potency, µM (top dose mostly 57.5 µM), inactives show at the highest dose activation, most hits filed as activators. hit rate 0.19% among 320,000; also: potency is read from the fitted curve at half-maximal effect; % of control where 0% means no effect; nearly all actives have a fitted effect of over 45% in size
#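 hTERT-immortalized A-T patient fibroblasts ([…]), 500 cells/well in OPTI-MEM, 1% FBS, got compounds for 60 min, then NCS for 30 min at 37C. Lysates were then assayed for phospho-KAP-1 by AlphaLISA (anti-pKAP1 donor, anti-KAP1 acceptor beads), 6 hr at 25C.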
# ASM inhibitor = inhibitors of human secretory acid sphingomyelinase; P17405; placental ASM, HMU-PC fluorogenic substrate, 60 min; Potency, µM (highest dose often 57.5 µM), inactives show top-dose activity change, negative = inhibition, usual class: inhibitors; hit rate 0.006% among 340,000; AID 504937; also: potency is read from the fitted curve at half-maximal effect
#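 Fluorescence read-out (Ex 386 nm, Em 447 nm) after stopping the reaction at pH 10. Enzyme: ASM from human placenta; substrate HMU-PC0, 9 uM final; 60 min, 37 °C. Compound preincubation 10 min, ambient temperature.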
# TSG101-PTAP inh = blocks PTAP/TSG101 interaction to inhibit HIV-1 budding | Potency, µM (titrated, usually from 115 µM), without a hit: top-dose activity change, negative = inhibition, actives largely listed as inhibitors | 340,000 tested, under 10 active | Fluorescence polarization, FITC-PTAP peptide / Tsg101 binding | Q99816 | AID 493005; active = well fitted inhibition curve with a large enough effect in the main read-out, with a control signal flat, not every such curve was filed as active; inconclusive = small, poorly fitted or top-dose-only effect, or effect the other way, or a change in a side signal; inactive = no such curve, though single readings can be large or run the other way; also: potency is read from the fitted curve at half-maximal effect; % of control where 0% means no effect
#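 Fluorescence anisotropy tracks displacement of a FITC-tagged PTAP peptide (50 nM) from the Tsg101 binding domain (10 uM), following a 20 min room-temperature incubation at pH 7.5.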
# TSHR antagonist = blocks TSH signaling through the human TSH receptor; hit rate 0.2% among 330,000; P16473; TSHR-expressing cells, TSH-stimulated cAMP HTRF, 2 h; hits give low values; activity change, negative = inhibition, % at 11.5 µM;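 active = activity change below a set negative limit, meaning inhibition stronger than a set level, cut at about -70% in these data; inconclusive = activity change between two set negative limits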; also: % is scaled to controls: 0 for no effect and ±100 for the full control effect
#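 Read-out is FRET at 665 nm (cryptate excitation 337 nm) from a cryptate-tagged anti-cAMP antibody, competed by cell cAMP against cAMP-d2. Compounds are tested on freshly harvested TSHR cells challenged with 4nM TSH (EC80) for 2 hours at 37 deg C.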
# Menin-MLL TR inh = inhibitors of human menin-MLL interaction, mutant MLL peptide | O00255 | Menin + Texas Red MLL mutant peptide, fluorescence polarization | Potency, µM (doses to about 61.6 µM), for the others: at the highest dose FP activity change, negative = inhibition, most hits filed as inhibitors | hit rate 0.23% among 270,000 | AID 1768; active = well fitted inhibition curve with a large enough effect in the polarisation, with a control signal flat, not every such curve was filed as active; inconclusive = small, poorly fitted or top-dose-only effect, or effect the other way, or a change in a side signal; inactive = no such curve, though single readings can be large or run the other way; the % refers to the polarisation; also: potency is read from the fitted curve at half-maximal effect; % of control where 0% means no effect; many of its hits are not listed in these tables
# * hit, by the source's call; ? = inconclusive; nt = not tested or not shown; [ ] = dose if it differs, or a comment. Unless noted, calls follow the shape of the dose curve; as a rule, active = well fitted curve in the direction sought with a large enough effect; inconclusive = small, poorly fitted or top-dose-only effect, or another doubt; inactive = no such curve, though single readings can be large; an effect the other way counts as inactive or inconclusive. Only part of the results is shown; the hit share may differ from the screen's.
SMILES,Integrin act MD,CXXC DNA block,Mito fusion act,MBNL1 CUG block,TCR act,A-T KAP1 phos,ASM inhibitor,TSG101-PTAP inh,TSHR antagonist,Menin-MLL TR inh
Brc1ccc2[nH]c3c(NCc4ccccn4)ncnc3c2c1,3.1%,-0.2%,-5.4%,nt,4.8%,11.2%,-2.3%,-1.0%,-9.0,nt
Nc1nc(NCC2CCCO2)nc(Nc2ccccc2F)c1[N+](=O)[O-] (stereo not drawn),7.3%,-6.5%,3.0%,2.0%,7.0%,7.6%,0.4%,-0.2%,-5.8,nt
COc1ccc(C)cc1NC(=O)CSc1nnc(-c2ccccn2)n1Cc1ccco1,-16.5%,3.3%,10.9%,-5.0%,-3.8%,-1.4%,-2.9%,-6.2%,8.1,25.6%
c1ccc(-c2cnc(CSc3ncnc4sccc34)o2)cc1,12.2%,11.0%,1.3%,-1.4%,5.6%[46.1 µM],19.4%,-2.6%,-7.7%,-9.2,1.5%
OC(CN1CCN(c2ccccn2)CC1)Cn1c2ccccc2c2ccccc21 (stereo not drawn),11.9%,15.4%,15.1%,-14.7%,5.3%,8.8%,-8.6%,?,-1.2,0.9%
CO/N=C/NC(=O)c1c(OC)ccnc1Oc1cccc(C(F)(F)F)c1,5.4%,-4.6%,-3.8%,4.9%,0.3%,-1.2%,2.6%,-0.8%,3.0,0.4%
CCOC(=O)C1=C(COC(=O)CCS(=O)(=O)c2ccc(C)cc2)NC(=O)NC1C (stereo not drawn),-22.1%,nt,15.7%,nt,-8.7%,15.1%,10.1%,-3.4%,8.1,nt
CCOc1ccc(NC(=O)C2CCCN2C(=O)NC2CCCCC2)cc1 (stereo not drawn),?,4.7%,-2.7%,-2.9%,-1.7%,11.2%,-0.2%,-0.8%,-0.6,nt
C(=N\N=C\c1ccccc1)/c1ccccc1,-2.5%,8.6%,-1.1%,3.8%,-1.3%,7.8%,1.8%,-0.9%,16.1,1.8%
COc1ccc(Nc2nc(NCCO)nc(OC)n2)cc1,30.7%,-1.1%,4.8%,-8.0%,2.4%,-5.0%,-1.0%,-2.0%,25.9,-4.8%
CCn1nnc(NC(=O)c2cc3ccccc3o2)n1,8.0%,-0.6%,-4.6%,4.7%,nt,7.1%,3.2%,nt,-7.8,-0.3%
CCOc1cc(/C=C/c2nc3ccccc3s2)ccc1OCC(=O)N1CCOCC1,-7.6%,?,?,?,6.9%[46.1 µM],10.9%,326.0%[activator],-0.7%,-10.4,-4.0%
CC(C)(C)c1ccc(OCC(=O)Nc2cccc(S(=O)(=O)NC3=NCCCCC3)c2)cc1,22.5%,nt,-0.5%,nt,nt,-6.2%,-3.1%,-0.2%,40.2,nt
COc1ccccc1/C=N/NC(=O)CNC(=O)c1ccc(S(=O)(=O)N2CCCC2)cc1,-3.0%,-2.8%,-4.8%,14.8%,nt,-0.2%,-2.9%,1.6%,3.5,6.6%
COc1ccc(-n2nc(C(=O)O)c3ccccc3c2=O)cc1,-13.9%,-1.7%,-3.3%,-2.7%,3.8%,0.2%,4.8%,-6.9%,11.1,nt
C=CC[C@H](CC(=O)N(CCO)Cc1ccccc1)C(=O)N[C@H](COC(=O)[C@@H](CC=C)Cc1ccc(F)cc1)Cc1ccccc1,0.0%,nt,nt,nt,-1.6%,4.0%,-6.9%,1.1%,-17.0,nt
Cn1cccc1/C=C1\SC(=O)N(CC(=O)Nc2ccc(F)cc2)C1=O,0.0%,-5.8%,8.8%,0.0%,6.4%,1.3%,-1.6%,-1.9%,3.9,1.8%
CCn1c(=O)n(CC)c2cc(S(=O)(=O)N3CCc4ccccc43)ccc21,-32.3%,3.4%,10.3%,2.4%,2.6%,13.0%,2.7%,0.8%,-15.8,-24.2%
Cc1nc2ccccc2n1CCOc1ccc([N+](=O)[O-])cc1,-16.7%,-5.9%,3.1%,?,-1.2%,0.5%,-1.9%,-1.6%,2.7,18.8%
O=S(=O)(c1c(F)cccc1F)C1CCN(S(=O)(=O)c2ccc3c(c2)OCCO3)CC1,nt,nt,nt,nt,-9.0%,5.3%,1.4%,1.0%,1.6,nt
COc1cc(/C=C2\SC(=S)N(CC(=O)NC3=NCCS3)C2=O)cc(OC)c1OC,30.4%,2.7%,5.8%,1.0%,1.7%,-0.3%,5.2%,-2.7%,-8.8,4.0%
O=C(NCCOc1ccc(Cl)cc1)C(=O)NCC1CCCO1 (stereo not drawn),-1.8%,4.0%,5.2%,9.7%,-5.3%,2.8%,-1.2%,-2.1%,19.0,-10.8%
Cc1ccc(C(=O)Nc2ccc(C(=O)N/N=C/c3cccnc3)cc2)cc1,0.0%,9.9%,2.2%,7.1%,2.8%,-1.5%,0.6%,-0.7%,1.1,18.2%
CCCCc1n[nH]c(=S)n1Cc1ccccc1,2.3%,3.4%,-7.0%,-2.9%,-2.6%,6.8%,-1.5%,-0.9%,-11.1,-12.0%
Cc1cccc(N2CC(C(=O)Nc3nnc(SCCN4CCOCC4)s3)CC2=O)c1 (stereo not drawn),10.0%,-8.0%,-1.5%,7.1%,-1.8%,-0.3%,nt,-3.7%,4.4,nt
# (further entries)
SMILES,Integrin act MD,CXXC DNA block,Mito fusion act,MBNL1 CUG block,TCR act,A-T KAP1 phos,ASM inhibitor,TSG101-PTAP inh,TSHR antagonist,Menin-MLL TR inh
COCCN(C(=O)c1sc2ccccc2c1Cl)c1c(N)n(CC(C)C)c(=O)[nH]c1=O,?,nt,-1.2%,nt,nt,0.1%,-2.3%,-1.6%,26.8,nt
Cc1ccc(C)c(-c2csc(-c3cccnc3)n2)c1,4.3%,-3.3%,-3.9%,23.9%,-68.7%,-5.0%,-0.5%,0.6%,-15.1,-12.8%
NCCCC[C@@H]1NC(=O)c2cc([N+](=O)[O-])cc(I)c2SC[C@@H](C(=O)NCC(N)=O)NC(=O)CNC1=O,25.2%,2.8%,-3.5%,?,-0.7%,-3.7%,-10.0%,-3.8%,2.0,-6.3%
CCn1nc(C)c(/C=N/NC(=O)Cn2nc(C)cc2C)c1C,2.0%,5.9%,-13.3%,-8.4%,2.3%[46.1 µM],1.6%,1.0%,-0.1%,4.9,6.2%
COc1ccc(-c2[nH]nc3c2C2(C(=O)N(CC(=O)O)c4ccccc42)C(C#N)=C(N)O3)cc1OC (stereo not drawn),-3.6%,-5.0%,2.4%,-10.1%,-0.7%[46.1 µM],-7.1%,-0.5%,-3.3%,4.3,2.6%
COc1ccc(/C=C2\C(=O)N(c3c(Cl)cc(Cl)cc3Cl)N=C2NC(=O)c2cccc([N+](=O)[O-])c2)cc1,13.5%,-29.0%,-0.8%,nt,2.5%[46.1 µM],3.2%,2.7%,-13.0%,15.4,?
CSc1nnc(C(C)(C)C)c(=O)n1/N=C/c1ccccc1,-57.8%[inhibitor],-12.9%,-3.9%,1.7%,1.1%,-2.7%,-0.5%,-0.3%,-28.1,nt
COc1cc(/C=N/n2nnnc2N)ccc1OC(C)=O,-5.1%,-4.6%,2.8%,16.4%,nt,-7.7%,20.3%,1.4%,1.6,-26.3%
CCNC(=O)c1ccc(C2SCC(=O)N2Cc2ccco2)cc1 (stereo not drawn),9.9%,-2.0%,-1.3%,9.6%,13.6%,-0.1%,3.3%,-13.2%,13.6,-27.6%
CC(C)CN=C(NS(=O)(=O)c1ccccc1)C(Cl)(Cl)Cl,-52.4%[inhibitor],8.6%,?,-17.7%,0.7%[46.1 µM],16.2%,2.2%,-1.4%,23.3,-11.7%
C#CCOCCOCCOCCNc1nc(N2CCN(C(=O)[C@H](CCC(=O)O)n3cc([C@@H](N)CCCCN)nn3)CC2)nc(N2CCN(C(=O)[C@H](CCC(=O)O)n3cc([C@@H](N)CCCCN)nn3)CC2)n1,22.4%,nt,nt,nt,5.8%,17.2%,10.5%,-7.0%,-5.2,nt
Cc1cc(=O)oc2cc(NC(=O)c3cc4ccccc4o3)ccc12,nt,3.4%,2.3%,7.2%,nt,10.9%,nt,nt,5.6,nt
CCc1cccc(NC(=O)C2CCCN2S(=O)(=O)c2ccc3c(c2)n(C)c(=O)c(=O)n3C)c1 (stereo not drawn),?,-12.1%,0.9%,1.0%,-2.1%,-9.5%,-0.1%,-8.1%,-0.8,nt

# Bioassay records (PubChem)
